Screens from PubChem.
CSM14.1 death rescue: rescue of cells from ER stress-induced death, primary screen, 384-well, CSM14.1, thapsigargin, ATP luminescence (AID 1222); CSM14.1 thapsigargin-induced death rescue, ATP luminescence; higher % means a stronger effect; one-dose cellular ATP content (survival), % at 20 µM; EC50 in µM for titrated hits; 190,000 tested, under 10 active;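 active means EC50 below 50 µM in the dose-response confirmation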;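 further: death triggered by thapsigargin at about 15 µM added after 2 h compound pretreatment; cell ATP read after overnight thapsigargin exposure of roughly 18 to 22 hours; normalized against plate controls of thapsigargin alone and 5% DMSO vehicle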
Yfh1-off respiration: mitochondrial function rescue without frataxin homolog – Friedreich's ataxia, plus single-dose screen, dose response (AID 1465). S. cerevisiae Yfh1-off respiration, WST-1 reduction, 72 h; higher fold induction means a stronger effect. actives 0.074% (n = 220,000). fold induction at 50 µM; hits with a dose series show EC50 in µM;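 active means fold induction of absorbance versus untreated yeast above a set limit, then at least 30% activation at any dose in follow-up; inconclusive means repeats straddling the limit, or above it without dose testing; inactive means fold induction below the set limit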;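 further: activators that raise dye reduction in frataxin-depleted yeast; strong numbers were not always called active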
SV40 large T antigen: SV40 large T antigen inhibitors, biochemical (AID 1903). SV40 large T antigen ATPase/helicase inhibition assay; higher % means a stronger effect. inhibition, % at 20 µM, or IC50 in µM where a hit was titrated. actives 0.39% (n = 310,000); in the data active means a potency from the dose series; inconclusive means inhibition mostly from about 32% at the one dose, without a potency; inactive means the rest, 99 in 100 with inhibition below about 32%; further: strong numbers were not always called active
RSV CPE inhibition: inhibition of RSV-induced cytopathic effect – HEp-2 cells, primary 10 µM value included (AID 2391); HEp-2 cells, RSV-induced CPE inhibition; higher % means a stronger effect; one-dose CPE inhibition, % at 10 µM; IC50 in µM for titrated hits; actives 0.13% (n = 310,000); in the data active means a potency from the dose series; inconclusive means CPE inhibition mostly from about 23% at the one dose, without a potency; inactive means the rest, 99 in 100 with CPE inhibition below about 21%; further: strong numbers were not always called active
WT yeast gro inh: growth inhibition of WT yeast, mitochondrial fusion screen | mitochondrial fusion phenotypic screen, WT strain | inhibition, % at 10 µM | actives 2.1% (n = 190,000); in the data active means inhibition above about 58%; tested in S. cerevisiae
Dengue-2 NS5 capping: Dengue-2 NS5 methyltransferase inhibitors, primary screen, biochemical, confirmation dose response (AID 588689); inhibition, % at 25 µM; hits with a dose series show IC50 in µM; actives 0.3% (n = 340,000); Dengue-2 NS5 methyltransferase capping enzyme assay, biochemical; higher % means a stronger effect; in the data active means a potency from the dose series; inconclusive means inhibition above about 29% without an active follow-up result
UTI89 phage lysis: protection from phage-mediated lysis, alamar blue read-out – E. coli UTI89, K1F phage, bacterial capsule biogenesis inhibitors (AID 488966); E. coli UTI89 K1F phage lysis, alamar blue, 2 h; higher % means a stronger effect; one-dose inhibition, % at 100 µM; IC50 in µM for titrated hits; actives 0.02% (n = 340,000);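 active means phage lysis inhibition, versus mean bacterial control, above a set limit; inconclusive means no clear call, values can overlap the other calls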;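 further: capsule biogenesis inhibitors block K1F phage lysis so surviving cells raise fluorescence; higher fluorescence means more inhibition of phage lysis; actives were called in the ten point dose series up to 300 µM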
West Nile virus CPE: inhibition of WNV-induced cytopathic effect – cell-based, CPE readout (AID 1621); West Nile virus-infected cells, CPE inhibition; higher % means a stronger effect; CPE inhibition, % at 10 µM; hits with a dose series show IC50 in µM; actives 0.02% (n = 290,000); in the data active means a potency from the dose series; inconclusive means CPE inhibition mostly from about 3.7% at the one dose, without a potency; inactive means the rest, 99 in 100 with CPE inhibition below about 2.2%; further: strong numbers were not always called active
XIAP antagonists: XIAP antagonists, biochemical, IAP family, fluorescence polarization (AID 1018) | XIAP BIR domain, fluorescence polarization peptide displacement; higher % means a stronger effect | actives 0.007% (n = 200,000) | displacement, % at 20 µM, or IC50 in µM where a hit was titrated; in the data active means displacement above about 50%; further: a part of the inactive calls stands beside numbers as strong as those of hits
WT yeast gro inh mutant strain: second read-out of WT yeast gro inh, no call of its own (marks repeat the call); inhibition, %; mitochondrial fusion phenotypic screen, mutant strain inhibition
Dengue-2 NS5 capping pilot replicate: further read-out of Dengue-2 NS5 capping, marked with its call; inhibition, %; measured here: pilot screen replicate inhibition
* hit, by the source's call; i = inactive; ? = inconclusive; . = not tested or not shown; [ ] = dose if it differs, or a comment.

SMILES | CSM14.1 death rescue | Yfh1-off respiration | SV40 large T antigen | RSV CPE inhibition | WT yeast gro inh | WT yeast gro inh mutant strain | Dengue-2 NS5 capping | UTI89 phage lysis | West Nile virus CPE | XIAP antagonists | others
COc1ccc(NC(=O)c2cc(-c3cc(C)cc(C)c3O)n[nH]2)cc1Cl | -3.8% | i | 16% | -3.9% | 66* | 53* | -3% | 0.1% | -0.8% | -17%
C=CCOc1ccc(CNCc2cccnc2)cc1 | . | . | 2% | -1.0% | . | . | -2% | -0.9% | -0.3% | .
CCN1CCCc2cc(CN(CCN3CCOCC3)C(=S)Nc3cccc(Cl)c3)ccc21 | 0.7% | i | 19% | 0.1% | 35 | 24 | -8% | -0.1% | -0.7% | -5.5%
COc1cccc(N(C(=O)c2snc(C(N)=O)c2N)C(C(=O)NCc2ccccc2)c2ccc(O)cc2)c1 (stereo not drawn) | . | . | 2% | 42% | . | . | -3% | 0.0% | 0.4% | .
Cc1cc(C(=O)CN2CCC(C)CC2)c(C)n1-c1ccccc1F | -2.7% | i | 14% | 1.6% | -16 | -11 | -4% | 12% | -0.8% | -4.6%
Cc1ccc(NC(=O)C2CC(=O)Nc3nncn32)cc1 (stereo not drawn) | -1.3% | i | 6% | 3.4% | -9 | 5 | -8% | -0.1% | 0.6% | -3.8%
COc1ccccc1NC(=O)CSc1ccc2nnc(-c3ccccn3)n2n1 | -2.5% | i | . | 2.9% | . | . | -6% | 0.3% | -0.2% | -4.6%
CCC(=O)N1CCc2cc(S(=O)(=O)NCCC(=O)NC3CCCc4ccccc43)ccc21 (stereo not drawn) | 0.4% | i | -4% | 1.7% | 9 | -16 | 0% | 0.5% | 0.2% | -1.5%
O=C(COc1ccccc1)N(Cc1nnc(-c2ccccc2Cl)o1)C1CC1 | . | . | 25% | 2.0% | . | . | -7% | 0.8%[50 µM] | . | .
CCC(C)(C)n1nnnc1C(c1cc(OC)c(OC)c(OC)c1)N1CCN(c2ccccc2)CC1 (stereo not drawn) | 2.5% | i | 7% | 1.0% | -3 | 2 | -3% | 1.8% | 0.2% | -3.3%
CCOC(=O)C(CCCCCCP(=O)(c1ccccc1)c1ccccc1)NC(C)=O (stereo not drawn) | . | i | 11% | 0.5% | . | . | 1% | 5.3% | -0.7% | .
Cc1cccc(NC(=O)Cn2nnc(-c3ccc(CN4CCCC4)cc3)n2)c1C | -1.1% | i | 11% | -0.4% | -9 | -17 | -5% | 0.2% | -0.2% | -19%
Cc1sc(NC(=S)NC(=O)c2cccs2)nc1-c1ccc(CC(C)C)cc1 | 3.6% | i | 8% | 3.7% | 15 | 33 | -19% | -5.0% | 0.7% | -0.1%
CC(C)(C)C(=O)Nc1ccc(C(=O)NNC(=O)c2ccccc2)cc1 | 0.7% | i | 8% | -2.3% | 5 | 4 | 4% | 1.4% | 1.1% | -4.7%
Cc1ccc(-c2nc(SCC(=O)Nc3ccccc3OC(F)F)c3c(C)c(C(=O)O)sc3n2)cc1 | . | i | 14% | ? | . | . | . | . | -0.1% | .
COc1ccccc1NC(=O)C(=O)NCc1ccccc1Cl | -0.4% | i | 9% | 0.9% | -1 | -20 | 0% | 3.9% | 0.3% | -5.1%
COC(=O)c1cc(S(=O)(=O)NCc2ccc(F)cc2)cn1C | . | . | . | -0.1% | . | . | 1% | 3.4% | -0.6% | .
CCOc1ccc(S(=O)(=O)NNC(=S)Nc2ccc(Br)cc2)cc1 | -1.4% | i | 16% | 0.6% | -3 | 1 | 2% | 3.3% | -0.9% | -1.1%
Cc1cccc(NS(=O)(=O)c2ccc(-n3cccn3)cc2)c1C | . | . | 7% | 4.1% | . | . | 0% | 0.1% | -0.7% | .
O=C(/C=C(\O)c1ccccc1)C(=O)NNC(=O)c1ccccc1 | . | . | 3% | 3.6% | . | . | -13% | 0.2% | -0.4% | .
Cc1nnc(SCC(=O)Nc2ccccc2F)n1-c1ccc(F)cc1 | . | . | 4% | -0.3% | . | . | -1% | 0.0% | -0.9% | .
Cc1nc2ccccc2c(=O)n1-c1ccc(NS(=O)(=O)c2ccc(F)cc2)cc1 | . | . | 5% | 2.7% | . | . | -11% | 0.6%[50 µM] | . | .
COc1ccc(NC(=O)c2ccccc2OCc2ccc(F)cc2)c(OC)c1 | . | . | -1% | ? | . | . | 2% | 0.0% | 0.6% | .
CCN(CC)S(=O)(=O)c1cccc(C(=O)NCC(=O)OCC(=O)NCc2ccccc2)c1 | 4.2% | i | 1% | 0.3% | -6 | -3 | 0% | 0.8% | -0.1% | -2.7%
O=C(CSc1ncn[nH]1)Nc1ccc2c(c1)OCCO2 | -0.5% | i | 25% | -1.0% | -25 | -28 | -3% | 0.4% | -0.2% | -3.7% | Dengue-2 NS5 capping pilot replicate=-5.1

Sorted by heavy-atom count (low to high): part of the list above
SMILES | CSM14.1 death rescue | Yfh1-off respiration | SV40 large T antigen | RSV CPE inhibition | WT yeast gro inh | WT yeast gro inh mutant strain | Dengue-2 NS5 capping | UTI89 phage lysis | West Nile virus CPE | XIAP antagonists | others
C=CCOc1ccc(CNCc2cccnc2)cc1 | . | . | 2% | -1.0% | . | . | -2% | -0.9% | -0.3% | .
COc1ccc(NC(=O)c2cc(-c3cc(C)cc(C)c3O)n[nH]2)cc1Cl | -3.8% | i | 16% | -3.9% | 66* | 53* | -3% | 0.1% | -0.8% | -17%
COc1ccc(NC(=O)c2ccccc2OCc2ccc(F)cc2)c(OC)c1 | . | . | -1% | ? | . | . | 2% | 0.0% | 0.6% | .
CCN(CC)S(=O)(=O)c1cccc(C(=O)NCC(=O)OCC(=O)NCc2ccccc2)c1 | 4.2% | i | 1% | 0.3% | -6 | -3 | 0% | 0.8% | -0.1% | -2.7%

The results go on:
SMILES | CSM14.1 death rescue | Yfh1-off respiration | SV40 large T antigen | RSV CPE inhibition | WT yeast gro inh | WT yeast gro inh mutant strain | Dengue-2 NS5 capping | UTI89 phage lysis | West Nile virus CPE | XIAP antagonists | others
CCOc1ccc(N(CC(=O)N2CCc3ccccc32)S(=O)(=O)c2c(C)noc2C)cc1 | 2.6% | i | 6% | 8.6% | 16 | -3 | -6% | 3.9% | -0.7% | -0.5%
O=C(C1CCN(Cc2cccs2)CC1)N1CCN(Cc2ccc3c(c2)OCO3)CC1 | -1.2% | i | 13% | -1.6% | -10 | -9 | -8% | -1.7% | -0.6% | -7.6%
COc1ccc2[nH]c(=O)c(C(c3nnnn3C3CCCCC3)N3CCN(C)CC3)cc2c1 (stereo not drawn) | -3.8% | i | 4% | 2.4% | -4 | -14 | 3% | 0.1% | 0.3% | -1.8%
COc1cccc(NC(=O)CSc2nnc(-c3cc(-c4ccccn4)nc4ccccc34)o2)c1 | . | i | 7% | 0.2% | 12 | 13 | -4% | 2.0%[50 µM] | 0.5% | -9.2%
COc1nc(Nc2cccc(C(F)(F)F)c2)nc(OC)n1 | -0.2% | i | 7% | 2.0% | 23 | 30 | 8% | -0.7% | -0.2% | -2.1%
Cc1cc(C)cc(-n2ncc3c2CCCC3NC(=O)c2cc(C)oc2C)c1 (stereo not drawn) | . | . | 17% | 11% | . | . | 1% | 0.1% | -0.3% | .
CC(C)c1ccccc1NC(=S)N(C)C | . | i | 6% | . | . | . | 4% | 0.5% | -0.2% | .
CCOc1ccc(-c2nnc3n2N=C(c2ccc(OC)cc2)CS3)cc1 | -1.4% | i | -8% | 0.2% | -10 | -15 | -1% | 0.0% | 0.0% | -3.8% | Dengue-2 NS5 capping pilot replicate=0.9
COc1ccc(NC(=O)C(F)(F)F)cc1OC | -0.3% | i | 12% | 1.8% | -4 | -6 | 2% | 0.2% | 0.3% | -3.0%
CNC(=S)N1N=C(c2ccc(Br)cc2)CC1c1ccc(N(C)C)cc1 (stereo not drawn) | 2.4% | i | 5% | 0.8% | 16 | 12 | -16% | 1.5% | 0.4% | -4.2%
CNC(=O)CC1C(=O)N(C)C(=S)N1NC(=O)c1ccc(Cl)cc1 (stereo not drawn) | -2.7% | i | 9% | ? | 1 | 78 | 3% | 1.2% | -0.2% | -3.7%
CN(C)C(=O)CSc1nnc(Cc2ccccc2)n1Cc1ccco1 | -1.3% | i | 11% | 0.2% | -13 | -11 | -10% | 1.1% | -0.3% | -5.8%
CCOc1ccc(NC(=O)N2CCC(C(=O)c3ccc(F)cc3)CC2)cc1 | -0.8% | i | 3% | 2.6% | 10 | -28 | 0% | 0.3% | -0.6% | -2.7%
NC(=O)NC(=O)COC(=O)c1sc2ccccc2c1Cl | . | i | 13% | 2.0% | . | . | -3% | 0.8%[50 µM] | 0.3% | .
CCOc1cc2c(cc1OCC)C(c1ccc(F)cc1)NCC2 (stereo not drawn) | . | . | 12% | 0.5% | . | . | 14% | 0.2% | . | .
Cc1ccc(CN(C)C(=O)c2cccc(S(=O)(=O)N3CCN(Cc4ccccc4)CC3)c2)o1 | . | . | 11% | ? | . | . | -4% | 1.5%[50 µM] | . | .
CC(C)c1c(O)nc(SCc2ccc(F)cc2)[nH]c1=O | . | . | 2% | 6.6% | . | . | 1% | 0.1% | -0.6% | .
Cc1cc(CN2C(=O)c3ccccc3C2=O)on1 | 0.6% | i | 1% | 1.3% | 4 | -2 | -8% | -0.1% | 0.9% | -5.4%
Cc1ccc(NC2CCCN(C(=O)CCc3cn[nH]c3)C2)cc1C (stereo not drawn) | . | . | 37% | 2.3% | . | . | 0% | 1.0%[50 µM] | -0.6% | .
CCOc1ccc(NC(=O)c2cc(S(=O)(=O)N3CCOCC3)cn2C)cc1 | . | . | 8% | -0.3% | . | . | -2% | -1.3% | -0.8% | .
CCOc1ccc(-n2cc(-c3ccc(OC)c(OC)c3)[nH]c2=S)cc1 | 1.2% | i | 23% | 1.1% | 0 | 20 | -9% | 0.1% | -0.3% | -7.0%
Cc1ccc(N=C(c2cccs2)N2CCOCC2)cc1 | -4.5% | i | 14% | 0.8% | 0 | 6 | -3% | 0.1% | -1.0% | -2.7%
O=C(CCCn1c(=O)oc2ccccc21)N1CCc2ccccc2C1 | -0.2% | i | 2% | 1.3% | 0 | 5 | -7% | 0.7% | 0.2% | 6.0%
COc1cccc(C(CC(=O)NCC2CCCO2)NS(=O)(=O)c2ccc(C)cc2)c1OC (stereo not drawn) | 0.6% | i | 7% | . | -16 | -9 | . | 0.5% | 0.4% | -1.3%
N#Cc1c(Cl)cccc1N1CCCC1 | . | i | 9% | 8.2% | . | . | -4% | 0.7% | 0.2% | .
COc1ccc(N(CC(=O)NCCSc2ccccn2)S(C)(=O)=O)cc1Cl | -0.8% | i | 23% | 1.9% | 0 | 2 | 1% | 0.5% | -0.6% | -5.3%
CC(C)(C)c1ccc(/C=N/NC(=S)NCc2ccccc2)cc1 | -3.1% | i | 1% | 1.3% | 0 | -6 | -13% | -0.8%[50 µM] | -0.6% | -0.6%
COc1ccc(C(=O)NC2CCN(CC(=O)N3CCCCC3)CC2)cc1 | . | . | 1% | -0.1% | . | . | -2% | 0.1% | 0.1% | .
